Compound activity from PubChem BioAssay.
FBPA Giardia inh = qHTS Assay for Inhibitors of Fructose-1,6-bisphosphate Aldolase from Giardia Lamblia | actives 0.71% (n = 290,000) | AID 2451, 2010 | purified Giardia FBPA | Potency, µM (highest dose often 59.6 µM), without a hit: at the top dose activity, negative = inhibition, most hits filed as inhibitors; note: potency is the fitted concentration of half-maximal effect; % is set by controls: 0 for no effect and ±100 for the full control effect; nearly all actives have a fitted effect of over 55% in size
Target sequence (A8B2U2 whole entry, looked up): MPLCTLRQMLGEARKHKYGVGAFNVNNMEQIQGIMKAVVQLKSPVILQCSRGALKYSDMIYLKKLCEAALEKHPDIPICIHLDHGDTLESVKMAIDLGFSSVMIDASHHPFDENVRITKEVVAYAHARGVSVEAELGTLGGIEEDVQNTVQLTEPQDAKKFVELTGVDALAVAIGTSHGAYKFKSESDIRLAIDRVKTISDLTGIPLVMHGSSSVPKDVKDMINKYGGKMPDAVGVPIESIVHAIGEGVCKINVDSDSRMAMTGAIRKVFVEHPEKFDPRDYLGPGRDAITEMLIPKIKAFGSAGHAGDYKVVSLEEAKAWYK
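Giardia FBPA (40 nM reagent) was preincubated 10 min at RT with compound (up to 57.5 uM final), then substrate plus GAPDH/TPI/NAD/arsenate coupling system with diaphorase/resazurin was added; resorufin fluorescence (525/598 nm) was read after 20 min.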
Pf growth 48h = Primary qHTS for delayed death inhibitors of the malarial parasite plastid, 48 hour incubation; P. falciparum luciferase growth in erythrocytes, 48 h; Potency, µM (titrated, usually from 28.7 µM), without a hit: top-dose activity change, negative = inhibition, actives largely listed as inhibitors; actives 5.9% (n = 310,000); AID 504832, 2011; note: potency is the fitted concentration of half-maximal effect; % is set by controls: 0 for no effect and ±100 for the full control effect
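Luminescence readout; reporter = integrated firefly luciferase in P. falciparum. RBC culture at 2% hematocrit, 0.1% parasitemia final, 37 C/5% CO2; decreased signal taken as growth inhibition.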
HCV inhibitor = qHTS Assay for Inhibitors of Hepatitis C Virus (HCV). AID 651820, 2012. Huh7.5.1 HCVcc-Cre infection, luciferase reporter, 44 h. Potency, µM (series often up to 41.8 µM), without a hit: top-dose activity change, negative = inhibition, usual class: inhibitors. actives 3.4% (n = 340,000); note: potency is the fitted concentration of half-maximal effect; % is set by controls: 0 for no effect and ±100 for the full control effect
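Cells (1,000/well) were plated 4 h before compound, then infected with HCVcc-Cre virus (~0.5 moi). After 44 h further culture, infection was read as luciferase luminescence following a 15 min substrate incubation at room temperature.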
Pf growth 96h = Primary qHTS for delayed death inhibitors of the malarial parasite plastid, 96 hour incubation; P. falciparum luciferase reporter growth, 96 h; Potency, µM (top dose mostly 28.7 µM), for the others: at the top dose activity change, negative = inhibition, actives largely listed as inhibitors; actives 6.9% (n = 320,000); AID 504834, 2011; note: potency is the fitted concentration of half-maximal effect; % is set by controls: 0 for no effect and ±100 for the full control effect
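Infected RBCs, 2% Hct / 0.05% parasitemia final; luciferase-reporter P. falciparum; cpd 96 h, 37 C, 5% CO2; luciferase detection reagent; luminescence.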
Shiga toxin inh = A qHTS for Small Molecule Inhibitors of Shiga Toxin | actives 9.2% (n = 290,000) | inhibition, % at 38.7 µM | Vero cells, Shiga toxin protein synthesis inhibition reporter; in the data active = inhibition mostly above about 28%, no sharp cut-off; inactive = mostly below about 43%; note: 0% is about no effect
Cycloheximide cs = Cycloheximide Counterscreen for Small Molecule Inhibitors of Shiga Toxin. cell reporter, cycloheximide protein synthesis inhibition counterscreen. actives 12% (n = 300,000). max response, %. AID 2314, 2010; in the data active = max response mostly above about 13%, no sharp cut-off; inactive = mostly below about 14%; note: read at 38.3 µM for the half of the compounds with a filed dose; 0% is about no effect
The depositor's hits bear a star; ? = inconclusive; nt = not tested or not shown; & = joins results of further samples; [ ] = remark or other dose. Unless noted, calls come from the whole dose curve; as a rule, active = well fitted curve in the direction sought with a large enough effect; inconclusive = small, poorly fitted or top-dose-only effect, or another doubt; inactive = no such curve, though single readings can be large; an effect the other way counts as inactive or inconclusive.

SMILES | FBPA Giardia inh | Pf growth 48h | HCV inhibitor | Pf growth 96h | Shiga toxin inh | Cycloheximide cs
C/C(N)=C(/C#N)C(=O)CSc1nnc(Cc2ccccc2F)n1N | -1% | 10% | 5%&3% | 96%[activator] | -6 | 1
COc1ccc(CN(C)C(=O)CCN(c2ccccc2)S(=O)(=O)c2ccc(C)cc2)c(OC)c1 | nt | ? | ? | ? | nt | nt
Cc1nn(C)cc1C(C(=O)NC1CCCCC1)N(C(=O)Cc1cccs1)c1ccc(Cl)cc1 (stereo unspecified) | 11% | -4% | 30%[activator] | 45%[activator] | -11 | -1
CC(=O)Nc1ccc(S(=O)(=O)NNC(=O)C(=O)NNc2ccccn2)cc1 | ? | 95%[activator] | 13% | 32%[activator] | -4 | -3
CCOC(=O)CC(=O)CSc1nc(C)cc(-c2cccnc2)c1C#N | 1% | -17% | -22% | nt | -9 | -4
CCOC(=O)c1ccc[n+](CC(=O)Nc2cc(C(F)(F)F)ccc2Cl)c1 | 0% | 10% | 3% | 13% | 28 | -4
O=C(Nc1cc2c3c(c1)CC(=O)N3CCC2)c1ccco1 | nt | 50%[activator] | 1%[8.37 µM] | 60%[activator] | nt | nt
COCCn1nnnc1C(c1ccc(OC)cc1)N1CCN(c2ccccc2F)CC1 (stereo unspecified) | -24% | ? | 1%&-2% | nt | 19 | -5
CCCc1nnc(NC(=O)CCC(=O)N2CCN(Cc3ccc(Cl)cc3)CC2)s1 | nt | -24% | ? | 12µM* | -6 | -7
CC(SC1=NCCN1S(=O)(=O)c1ccc(F)cc1)c1ccccc1 (stereo unspecified) | nt | ? | ? | 12µM* | 0 | 1
c1ccc(Cn2c(CSc3nnnn3-c3ccccc3)nc3ccccc32)cc1 | 1% | ? | -8% | 15µM* | -14 | -3
CC(=O)Nc1ccc(S(=O)(=O)NCC2CCC(C(=O)NC(C)c3ccccc3)CC2)cc1 (stereo unspecified) | -1% | ? | -3% | 71%[activator] | 2 | 1
COc1ccc2c(CC(=O)OCC(=O)Nc3cccc(S(N)(=O)=O)c3)coc2c1 | -1% | 111%[activator] | 3% | -6% | 27 | 7
Nc1ncnc(Nc2cccc(C(F)(F)F)c2)n1 | -5% | -4% | 19% | ? | -8 | -1
O=C1C(c2c(O)[nH]c3ccccc23)=Nc2ccccc21 | 1% | nt | 14% | nt | 36 | 18
O=C(c1ccccc1)C1CCN(C(=O)C2CCC(=O)N(Cc3cccc(F)c3)C2)CC1 (stereo unspecified) | 25% | -14% | -8% | 92%[activator] | -3 | 1
CCOC(=O)N1CCN(c2ccc([N+](=O)[O-])cc2F)CC1C (stereo unspecified) | 1% | 0% | 0% | ? | -16 | 0
COc1ccc(Nc2cc(NCCCO)c([N+](=O)[O-])c3nonc23)cc1 | 2% | ? | 5% | ? | -2 | -3
COc1ccc(C(=O)Cn2c(=N)n(C)c3ccccc32)cc1 | -2% | 215%[activator] | -24% | -7% | 85* | 60*
CC(C)(C)C1CCC(=NNc2ncc(C(F)(F)F)cc2Cl)CC1 (stereo unspecified) | 3% | nt | 27% | -8% | 14 | 12
CCCN(CC(=O)Nc1ccccc1OC)C(=O)CSc1nc(C)cc(C)n1 | nt | 14% | -20% | 11% | nt | nt
Cc1cc(NC(=O)C2CCN(S(=O)(=O)c3c(C)noc3C)CC2)ccc1Br | nt | -17% | -9% | ? | -14 | 0
COc1ccc(/C=N\Nc2ccc([N+](=O)[O-])cc2[N+](=O)[O-])c(C(=O)O)c1OC | 16% | 99%[activator] | 1% | -6% | -8 | 5
COc1cccc(OC)c1C(=O)NC(=S)N1CCOCC1 | -3% | 4%[5.75 µM] | 18% | -6% | 11 | -4
Cc1snc(S(=O)(=O)Cc2ccccc2Cl)c1C#N | 2% | 4% | 7% | 3% | 17 | 2

In the list so far, 2 have two or more sulfur atoms.
SMILES | FBPA Giardia inh | Pf growth 48h | HCV inhibitor | Pf growth 96h | Shiga toxin inh | Cycloheximide cs
CC(SC1=NCCN1S(=O)(=O)c1ccc(F)cc1)c1ccccc1 (stereo unspecified) | nt | ? | ? | 12µM* | 0 | 1
Cc1snc(S(=O)(=O)Cc2ccccc2Cl)c1C#N | 2% | 4% | 7% | 3% | 17 | 2

More structures.
SMILES | FBPA Giardia inh | Pf growth 48h | HCV inhibitor | Pf growth 96h | Shiga toxin inh | Cycloheximide cs
COC(=O)c1cc(S(=O)(=O)NCc2ccccc2Cl)c[nH]1 | -11% | 32%[activator] | 9% | 2.6µM* | -5 | -2
CC(C)C(NC(=O)c1cccs1)c1nnc(SCC(=O)Nc2nccs2)n1C (stereo unspecified) | -2% | ? | 12% | 9% | -5 | -2
COc1ccc(NC(=O)c2c(C)cc(=O)oc2C)c(OC)c1 | -6% | 27% | 0% | 11% | -8 | 5
O=C(O)C1CC=CCC1C(=O)Nc1ccc(N2CCN(Cc3ccccc3)CC2)cc1 (stereo unspecified) | 6% | 13% | 22% | 7% | -1 | -2
O=C(C1CCN(S(=O)(=O)c2cccc3nsnc23)CC1)N1CCc2ccccc21 | -4% | -13% | ? | ? | 22 | -2
O=C(CNc1ccccc1)Nc1ccc(F)cc1 | ? | 224%[activator] | -6% | nt | 118* | 75*
CC(C(=O)Nc1ccc(F)c(F)c1F)N(C)Cc1cccs1 (stereo unspecified) | nt | 1% | -26% | 2% | -36 | 6
c1ccc2c(c1)NC(CN1CCOCC1)CO2 (stereo unspecified) | -5% | 10% | 8% | 43%[activator] | -23 | -8
Cc1c(C(=O)N2CCCC2)c(S(=O)(=O)N2CCN(c3ccccc3F)CC2)c(C)n1C | nt | -14% | 11% | -23% | -6 | -11
COc1cc(C(C(=O)NC2CCCC2)N(C(=O)c2snc(C(N)=O)c2N)C2CCCC2)cc(OC)c1OC (stereo unspecified) | nt | ? | 12% | ? | -1 | -6
COCCOCCOCCC(=O)NC1CC2CCC1(C)C2(C)C (stereo unspecified) | -3% | 6% | 17% | nt | -10 | 0
CC(C)CCN1CC(C(=O)NCc2ccc(F)cc2)CC1=O (stereo unspecified) | 11% | 15% | 18% | 1% | 12 | -3
CCc1ccccc1NC(=O)Cn1nnc(-c2cccs2)n1 | -3% | ? | -9% | ? | 49* | -4
CC(C)n1cc(C(=O)c2cc(Br)ccc2O)cc(C#N)c1=O | 1% | nt | -15% | 2.6µM* | -5 | -5
COc1ccc(C(=O)NNC(=O)C(=O)Nc2ccc(C)c(Cl)c2)cc1 | -8% | 38% | -6% | 45% | 6 | 6
Cc1ccc(CNC(=O)C2CCN(C(=O)Nc3ccc(C)cc3)CC2)cc1 | -5% | -13% | ? | 5% | 31 | 23
COc1cc(NC(=O)C(C)Oc2ccccc2)c(OC)cc1NC(=O)c1ccccc1 (stereo unspecified) | 0% | 10µM* | ? | ? | -10 | -1
CC(C)(C)C(=O)/C(=C/c1ccncc1)n1cncn1 | 3% | 7.4µM* | 2.2µM* | -24% | -6 | 6
O=C(C1=C[C@H](c2coc3ccccc3c2=O)C[C@H](OCCCCO)O1)N1CCOCC1 | 8% | 66%[activator] | 24% | 64%[activator] | -12 | -3
N#Cc1cn(CCOc2ccccc2F)c2ccccc12 | -22% | 2.9µM* | -17% | nt | 65 | 18*
CCC(=O)Nc1ccc(C(=O)n2nc(C)cc2C)cc1 | 6% | 40%[activator] | -1% | -8% | 9 | 12
O=[N+]([O-])c1cc(-c2cnc3ccccc3n2)ccc1Oc1ccc(Cl)cc1 | -2% | 15% | ? | ? | 39* | 38*
CCOC(=O)c1c(C)c(C(=O)NCc2cccs2)c(C)n1C | 5% | 2% | -7% | nt | -15 | 5
Cc1nnc(N2CCCC(C(=O)NCc3cccc(F)c3)C2)c2nn(-c3ccccc3)c(C)c12 (stereo unspecified) | nt | -12% | ? | ? | 12 | -3
CSc1cccc(N2CC(C(=O)NCCN3C(=O)S/C(=C\c4cccnc4)C3=O)CC2=O)c1 (stereo unspecified) | nt | -12% | 5% | 0% | nt | nt

Just Cycloheximide cs and Pf growth 48h (five entries from above):
Structure	Cycloheximide cs	Pf growth 48h
CC(C)C(NC(=O)c1cccs1)c1nnc(SCC(=O)Nc2nccs2)n1C (stereo unspecified)	-2	?
COc1ccc(NC(=O)c2c(C)cc(=O)oc2C)c(OC)c1	5	27%
O=C(O)C1CC=CCC1C(=O)Nc1ccc(N2CCN(Cc3ccccc3)CC2)cc1 (stereo unspecified)	-2	13%
O=C(C1CCN(S(=O)(=O)c2cccc3nsnc23)CC1)N1CCc2ccccc21	-2	-13%
O=C(CNc1ccccc1)Nc1ccc(F)cc1	75*	224%[activator]

Additional structures.
SMILES | FBPA Giardia inh | Pf growth 48h | HCV inhibitor | Pf growth 96h | Shiga toxin inh | Cycloheximide cs
COc1ccccc1CNS(=O)(=O)c1c(C)nc2scc(C)n2c1=O | -12% | -8% | 5% | -7% | -1 | -2
Cc1ccccc1-n1c(=O)n(Cc2ccc(C(=O)O)cc2)c(=O)c2[nH]cnc21 | -28% | 39%[activator] | 4% | 5% | -11 | 0
Cc1ccc(S(=O)(=O)Nc2nc3ccccc3s2)cc1 | 9% | nt | 11% | ? | -11 | -4
COc1cccc2cc(-c3ccnc(N)n3)oc12 | 0% | 15% | -23% | 476%[activator] | 107* | 33*
CN(CC(=O)Nc1cccc(F)c1)C(=O)c1ccc(-n2cncn2)c([N+](=O)[O-])c1 | nt | -23% | -20% | 8% | nt | nt
COc1ccc(OC)c(S(=O)(=O)NCCCN2CCCC2=O)c1 | -3% | 19% | 22% | -27% | -5 | -1
CC(=O)Cc1nsc(NC(=O)c2ccc(Br)o2)n1 | 1% | 27% | 13% | ? | 32 | -3
COc1ccc(Cl)cc1NC(=S)NCCc1c[nH]c2ccccc12 | 0% | 23% | ? | ? | -12 | -2
Cc1ccccc1CN1CCN(C(=O)c2ccco2)CC1 | 25µM* | -14% | 17% | 123%[activator] | 36 | 33*
CCC(CC)C(=O)Nc1cc(OC)c(OC)cc1C(=O)O | -2% | 5% | 5% | 68%[activator] | -13 | -3
C=C1c2cc(C)ccc2NC(=O)N1c1ccc(C)cc1 | 3% | 21% | -3% | 14% | 66 | 23
COC[C@H]([C@@H](O)[C@@H](O)C(=O)NCC[C@@H](C)c1nc(/C=C/C[C@H]2OC3(C[C@H](O)[C@H]2C)OC([C@@H](C[C@@H](O)[C@@H](C)[C@@H](O)[C@@H](C)/C=C(C)/C(C)=C/C=C/C(C)=C\C#N)OC)[C@@H](OP(=O)(O)O)C3(C)C)co1)N(C)C (stereo partly specified) | 2% | nt | nt | nt | -10 | -15
CCSc1nnc([C@H](C)NC(=O)OC(C)(C)C)o1 | 9% | 0% | 10% | 0%[5.75 µM] | -22 | -2
O=C(CN1CCN(C(=O)C2COc3ccccc3O2)CC1)Nc1ccccc1 (stereo unspecified) | 5% | 11% | -4% | 6% | -4 | -2
Cc1c(C(=O)NCc2ccccn2)sc2nc(-c3ccccc3)cn12 | 0% | -5% | ? | ? | 20* | 29*
CCOc1ccc(C(=O)NCC2(c3ccccc3)CCOCC2)cc1 | -3% | 7% | -2% | 24% | 3 | -3
C/C(=N\NS(=O)(=O)c1ccc(Br)cc1)c1ccncc1 | nt | ? | -10% | 62%[activator] | -16 | 5
Cn1c(=O)n(C)c2cc(NS(=O)(=O)c3cccs3)ccc21 | -10% | 17% | -8% | ? | 11 | 8
Cc1nn(CC(=O)NCCCN2CCC(N3CCCCC3)CC2)c(=O)c2cc(-c3ccccc3)nn12 | -8% | ? | 4µM* | ? | -6 | -3
COC(=O)C(NS(C)(=O)=O)(c1c(C)[nH]c2ccccc12)C(F)(F)F (stereo unspecified) | -2% | 26% | 12% | 4% | -3 | 1
CCOc1cccc(C(=O)N/N=C/c2coc3ccccc3c2=O)c1 | nt | 72%[activator] | 4% | ? | -8 | 15
